TrxR1 substrate = substrates of rat thioredoxin reductase 1. O89049. purified TrxR1 substrate turnover, NADPH consumption readout. Potency, µM (highest dose often 114 µM), for the others: at the top dose activity change, negative = substrate turnover. 390,000 tested, 0.01% active. AID 588456; further: potency means the concentration at half of the fitted maximal effect; on the % scale 0 is the no-effect control and ±100 the full control effect; nearly all actives have a fitted effect of over 50% in size
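Rat TrxR1, dispensed at 90 nM, was prereduced with 400 uM NADPH (final) for 5 min at ~22 deg C, then incubated with compound 15 min before 400 uM selenite. A first-read NADPH fluorescence drop versus no-compound background flagged substrates.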
Tb PGK inh = T. brucei PGK inhibition. P07378. PGK/GAPDH coupled, Kinase-Glo luminescence, 60 min. Potency, µM (highest dose often 57.5 µM), for inactives: at the top dose activity change, negative = inhibition, actives largely listed as inhibitors. 380,000 tested, 0.043% active. AID 602233; further: potency means the concentration at half of the fitted maximal effect; on the % scale 0 is the no-effect control and ±100 the full control effect; nearly all actives have a fitted effect of over 60% in size
Target sequence (P07378 whole entry, looked up): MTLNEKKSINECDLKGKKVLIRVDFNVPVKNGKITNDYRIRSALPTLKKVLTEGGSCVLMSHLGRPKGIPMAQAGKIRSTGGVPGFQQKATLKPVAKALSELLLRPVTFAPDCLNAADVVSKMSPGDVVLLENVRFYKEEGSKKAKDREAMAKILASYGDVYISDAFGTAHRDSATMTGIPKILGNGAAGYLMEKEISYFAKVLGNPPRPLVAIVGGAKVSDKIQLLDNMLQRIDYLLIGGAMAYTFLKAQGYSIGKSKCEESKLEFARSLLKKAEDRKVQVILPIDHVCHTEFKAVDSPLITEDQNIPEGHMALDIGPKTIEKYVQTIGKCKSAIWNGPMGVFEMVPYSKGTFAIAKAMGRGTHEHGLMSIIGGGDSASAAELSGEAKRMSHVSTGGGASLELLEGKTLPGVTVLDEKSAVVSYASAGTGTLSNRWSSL
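Recombinant glycosomal PGK reaction used 1,3-bisphosphoglycerate generated in-well by GAPDH (100nM final) in 100mM TEA pH 7.6, 5mM MgCl2, 0.01% Tween-20. After 60 minutes at room temperature, ATP was read by Kinase-Glo Plus luminescence end-point.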
PI4K2A inh = blocks human PI4K2A kinase activity; Q9BTU6; purified PI4K2A, ADP-Glo luminescence, 1 h; hits give low values; activity change, negative = inhibition, % at 76.9 µM; 420,000 tested, 0.13% active; in the data active means activity change below about -50%; inconclusive means mostly about -30% to -49%;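 further: -100% = wells without enzyme as full effect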
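ADP-Glo luminescence measured ADP generated by PI4K2A enzyme (4 ug/mL before mixing) with 1.2 mM PI substrate (pre-mix) and 300 microM ATP (pre-mix). Tris pH7.5 buffer with MgCl2, Triton X-100; 1 h reaction at ambient temperature.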
TrxR1 inh = rat TrxR1 inhibition; O89049; recombinant rTrxR1, NADPH fluorescence consumption, selenite substrate; Potency, µM (highest dose often 114 µM), for the others: top-dose activity change, negative = inhibition, hits mostly inhibitors; 390,000 tested, 1% active; AID 588453; further: potency means the concentration at half of the fitted maximal effect; on the % scale 0 is the no-effect control and ±100 the full control effect; nearly all actives have a fitted effect of over 65% in size
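Rat TrxR1 (90 nM in the dispensed reagent) was pre-reduced with 400 uM NADPH for 5 min at room temperature, then incubated with compound for 15 min. After 400 uM selenite was added, NADPH fluorescence (Ex 340/Em 450 nm) was followed for 8 min.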
USP1-UAF1 inh = blocks the human USP1/UAF1 deubiquitinase complex; O94782; recombinant USP1/UAF1, Ub-Rhodamine cleavage fluorescence; Potency, µM (series often up to 57.1 µM), without a hit: at the highest dose activity change, negative = inhibition, hits mostly inhibitors; 390,000 tested, 0.23% active; further: potency means the concentration at half of the fitted maximal effect; on the % scale 0 is the no-effect control and ±100 the full control effect; nearly all actives have a fitted effect of over 60% in size; inactives centre near -12
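1 nM enzyme complex + cpd, 15 min RT; start with Ub-Rho 150nM final; kinetic fluorescence ex 480/em 540, 6 reads q60 s. Buffer 50mM HEPES pH 7.8, 0.5mM EDTA, 0.1 mg/ml BSA, 1mM TCEP, 0.01% Tween-20.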
Pin1 inh = human Pin1 inhibition; AID 504891; Pin1 FP peptide displacement, HiFluor488, 10 min; 390,000 tested, 0.009% active; Potency, µM (series often up to 115 µM), for inactives: at the highest dose activity, negative = inhibition, actives largely listed as inhibitors; active means well fitted inhibition curve with a large enough effect in the polarisation, with a control signal flat, not every such curve was filed as active; inconclusive means small, poorly fitted or top-dose-only effect, or effect the other way, or a change in a side signal; inactive means no such curve, though single readings can be large or run the other way; the % refers to the polarisation; further: potency means the concentration at half of the fitted maximal effect; on the % scale 0 is the no-effect control and ±100 the full control effect
Target sequence (Q13526 whole entry, looked up): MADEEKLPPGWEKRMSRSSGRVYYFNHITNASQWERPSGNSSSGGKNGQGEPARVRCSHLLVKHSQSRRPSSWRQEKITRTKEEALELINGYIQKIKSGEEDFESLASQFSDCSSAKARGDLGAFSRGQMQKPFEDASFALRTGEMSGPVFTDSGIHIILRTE
mIDH1 inhibitor = blocks human mutant IDH1 R132H enzyme; AID 602179; Potency, µM (doses to about 76.6 µM), for the others: top-dose activity change, negative = inhibition, actives largely listed as inhibitors; O75874; 390,000 tested, 0.093% active; IDH1-R132H enzyme, NADPH consumption, diaphorase/resazurin fluorescence; further: potency means the concentration at half of the fitted maximal effect; on the % scale 0 is the no-effect control and ±100 the full control effect; nearly all actives have a fitted effect of over 65% in size
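IDH1-R132H (0.5 ug/mL) preincubated 30 min with compound, then NADPH (0.016 mM) and alpha-KG (2 mM) added; 80 min at RT, pH 7.5. Remaining NADPH coupled via diaphorase/resazurin to fluorescence (540/590 nm); concentration-response curves normalized to no-enzyme control.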
GLS inh = glutaminase GLS (human) inhibition. O94925. GLS enzymatic activity, qHTS titration. Potency, µM (top dose mostly 45.5 µM), without a hit: at the highest dose activity change, negative = inhibition, most hits filed as inhibitors. 410,000 tested, 0.21% active. AID 624170; further: potency means the concentration at half of the fitted maximal effect; on the % scale 0 is the no-effect control and ±100 the full control effect
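Read-out is an Amplex red fluorescence increase coupled through glutamate oxidase and HRP, measured before and after 30 min room-temperature incubation. hKGA is in 45 mM KH2PO4 (pH 8.2) with 0.02% Tween-20; glutamine added as 1mM solution.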
HP1b binding inh = HP1-beta chromodomain-methylated histone interaction inhibition. 390,000 tested, 0.56% active. P83916. Potency, µM (highest dose often 114 µM), inactives show top-dose activity change, negative = inhibition, actives largely listed as inhibitors. AlphaScreen HP1-beta / biotin-H3K9me3 peptide binding; further: potency means the concentration at half of the fitted maximal effect; nearly all actives have a fitted effect of over 70% in size; inactives centre near 23
Target sequence (P83916 whole entry, looked up): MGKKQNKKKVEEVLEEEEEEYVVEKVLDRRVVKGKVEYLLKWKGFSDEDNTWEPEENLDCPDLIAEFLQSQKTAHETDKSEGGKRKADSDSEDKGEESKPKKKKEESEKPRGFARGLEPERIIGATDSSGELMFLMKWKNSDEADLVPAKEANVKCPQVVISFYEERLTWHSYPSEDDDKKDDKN
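AlphaScreen: HP1-beta (50 nM) preformed 30 min with biotin-H3(1-18)K9me3 peptide (50 nM) in PBS pH 7.4, 0.01% Tween-20. Compound added for 30 min at RT, then streptavidin donor/nickel chelate acceptor beads (10 ug/mL) for 30 min.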
An asterisk follows results filed as active; i = inactive; u = inconclusive; x = no result given; [ ] = dose if it differs, or a comment. Unless noted, the call rests on the fitted dose curve; in most records, active means well fitted curve in the direction sought with a large enough effect; inconclusive means small, poorly fitted or top-dose-only effect, or another doubt; inactive means no such curve, though single readings can be large; an effect the other way counts as inactive or inconclusive. A portion of the library; rates above refer to the full screens.

SMILES	TrxR1 substrate	Tb PGK inh	PI4K2A inh	TrxR1 inh	USP1-UAF1 inh	Pin1 inh	mIDH1 inhibitor	GLS inh	HP1b binding inh
COCC(C)n1c(SCC(=O)Nc2oc(C)c3c(C)n[nH]c(=O)c23)nc2ccccc2c1=O (centres undefined)	-9.4%	7.7%	2.7	u	-10.9%	-0.1%	4.0%	2.7%	9.2%
CC1=CC=CC2=NC(=O)CC(C)(C(=O)N(CC(=O)NC3CCCC3)Cc3ccc(Cl)cc3)N12 (centres undefined)	207.6%[activator]	-5.8%	1.7	9.5%	7.4%	-14.0%	-1.9%	-12.6%	21.8%
O=C1CSC(=Nc2ccccc2[N+](=O)[O-])N1	-4.8%	-5.4%	-1.1	7.0%	-11.5%	-6.2%	12.3%	0.6%	18.5%[57 µM]
CC(=O)N1CCCC1c1nc2ccccc2n1Cc1cccc(C)c1 (centres undefined)	-6.7%	-9.2%	8.1	5.2%	-28.4%	4.5%	8.2%	-15.2%	28.3%
CCNC(=O)NC(=O)C(C)Sc1ccc2c(c1)OCCO2 (centres undefined)	-2.9%	0.8%	-1.0	18.8%	-12.3%	-1.7%	15.7%	18.1%	25.8%
COc1ccc(CC(=O)Nc2ccc3c(c2)OC2(CCCC2)O3)c(OC)c1	x	8.8%	1.4	x	-3.5%	x	-2.8%	0.7%	x
C=CCn1c(SCC(=O)N2CCN(c3ccccc3)CC2)nnc1-c1ccco1	4.1%	3.1%	-0.2	-1.1%	-13.6%	-2.1%	10.3%	37.5%[activator]	20.8%
O=C(Nc1ccc(F)cc1)c1ccc2c(c1)S(=O)(=O)N=C1CCCCCN12	1.8%	i	3.9	8.0%	-10.6%	-2.0%	3.2%	-13.5%	39.2%[activator]
CCc1ccc(NC(=O)C(=O)NCC(c2ccc3c(c2)OCO3)N2CCOCC2)cc1 (centres undefined)	-1.3%[57.1 µM]	i	1.7	4.9%[57.1 µM]	-4.7%	3.9%	-11.9%	3.5%	20.4%[57 µM]
Cc1ccccc1NC(=O)CN1C(=O)CCn2nc(-c3cccn3C)cc21	5.5%[57.1 µM]	-5.1%	0.2	14.2%[57.1 µM]	-31.0%	2.5%	-10.6%	0.0%	3.3%[57 µM]
CC1CC(=O)Nc2ccccc2N1S(=O)(=O)c1cccc(Cl)c1 (centres undefined)	-0.6%	-3.6%	3.2	-7.4%	-15.6%	-5.3%	3.1%	0.2%	31.2%
CC(=O)Nc1ccc(NC(=O)c2oc3c(c2C)-c2nn(Cc4ccccc4Cl)cc2CC3)cc1	3.2%	-2.3%	0.3	36.5%[11.4 µM]	-2.0%	-1.4%	-3.2%	-5.7%	27.4%
Cc1ccc2cccc(SCC(=O)NCc3ccco3)c2n1	30.3%[activator]	-8.8%	4.6	-0.7%	-10.9%	-1.6%	2.0%	3.4%	10.0%
CCCCC(=O)Nc1ccc(NC(=S)NC(=O)CCCCl)cc1OC	-7.5%	-8.5%	-0.8	u	-10.4%	-8.3%	4.2%	21.6%	13.8%
CN(C)/C=N/c1ncc(C(=O)OC(C)(C)C)s1	-5.0%[57.1 µM]	4.3%	4.9	-4.0%[57.1 µM]	-13.5%	1.6%	-10.4%	4.1%	13.7%
CC(C)Cc1nnc(NC(=O)C23CC4CC(CC(C4)C2)C3)s1	-1.3%	x	-1.0	16.4%	-20.7%	-0.4%	9.4%	-10.9%	59.2%[activator]
C=CCOc1ccc(/C=C(\C#N)C(=O)Nc2ccccn2)cc1	5.1%	i	0.6	9.5%	-7.4%	3.1%	3.0%	-1.1%	33.1%[57 µM]
O=[N+]([O-])c1ccc(/C([O-])=C(/C(=S)NCc2ccco2)[n+]2ccccc2)cc1	-3.4%	16.7%	-6.7	-15.9%	-25.4%	2.0%	-6.4%	-2.0%	-4.7%
Cn1cccc1/C=C1/SC(=O)N(CC(=O)N2CCCC2)C1=O	-12.4%[57.1 µM]	i	4.6	19.2%[57.1 µM]	-15.6%	1.5%	7.9%	-17.0%	3.4%
CC1CCN(C(=O)COc2cccc3c2CCN(Cc2ccccc2)C3=O)CC1	-0.4%	9.2%	-1.9	7.0%	-3.6%	6.9%	0.0%	-1.6%	19.5%
C/C(=N\OCc1nc2ccccc2c(=O)n1/N=C/c1cc([N+](=O)[O-])ccc1O)c1ccccc1	-6.9%	-11.5%	-3.2	-0.8%	-26.8%	16.0%	-2.1%	-18.4%	-4.6%
CCn1c(/C=C2\C(=O)N(C(C)C)c3ccccc32)nc2ccccc2c1=O	5.5%	-8.8%	-0.1	7.8%	-21.6%	-3.7%	-13.4%	-0.8%	-23.4%
COCc1ccc(C(=O)N2CCCC(C(=O)c3ccc(SC)cc3)C2)o1 (centres undefined)	-7.3%	3.0%	1.9	u	-4.1%	9.0%	0.2%	9.4%	13.0%
O=S(=O)(c1cccc2nonc12)N1CCN(c2ccccc2F)CC1	1.7%	-6.1%	4.7	17.1%	-22.8%	15.0%	-4.0%	6.8%	5.9%
COc1cc(OC)cc(C(=O)NC(C)c2cnn(-c3ccccc3C)c2C)c1 (centres undefined)	1.9%	x	1.7	21.4%	-24.6%	3.7%	-2.3%	u	52.2%[activator]

Next section; the last 2 above are carried over.
SMILES	TrxR1 substrate	Tb PGK inh	PI4K2A inh	TrxR1 inh	USP1-UAF1 inh	Pin1 inh	mIDH1 inhibitor	GLS inh	HP1b binding inh
O=S(=O)(c1cccc2nonc12)N1CCN(c2ccccc2F)CC1	1.7%	-6.1%	4.7	17.1%	-22.8%	15.0%	-4.0%	6.8%	5.9%
COc1cc(OC)cc(C(=O)NC(C)c2cnn(-c3ccccc3C)c2C)c1 (centres undefined)	1.9%	x	1.7	21.4%	-24.6%	3.7%	-2.3%	u	52.2%[activator]
O=S(=O)(Nc1cnc2ccccc2c1)N1CCCCCC1	8.7%[57.1 µM]	-0.3%	10.4	21.8%[57.1 µM]	-14.0%	13.0%	2.9%	10.8%	36.5%
CSc1ccccc1NC(=O)c1ccc2c(c1)CCN2S(C)(=O)=O	-2.4%[57.1 µM]	6.2%	-0.4	2.9%	-15.4%	0.6%	1.0%	-2.3%	20.7%
CCCCCC(=O)N1C[C@@H](O)[C@H](n2cc(C3CC3)nn2)C[C@@H]1c1ccccc1	x	-9.1%	-2.2	x	-20.3%	x	-8.4%	-1.9%	x
Cc1cc(=O)[nH]c(SCC(=O)O)c1C#N	-3.1%	-8.8%	0.8	4.1%	-24.8%	2.5%	3.0%	9.7%	29.3%
CCOc1cc(N2CCOCC2)c(OCC)cc1NC(=O)CSc1cccc[n+]1[O-]	-4.8%	-7.4%	-21.8	-8.2%	u	0.8%	7.5%	37.0%[activator]	23.9%
Cc1c(NC(=O)c2ccc(Br)s2)c(=O)n(-c2ccccc2)n1C	-5.2%[57.1 µM]	i	5.5	3.0%[57.1 µM]	-6.4%	-14.5%	7.7%	1.1%	34.8%
O=C(CSc1nc2c([nH]c3ccccc32)c(=O)n1-c1ccc(F)cc1)N1CCCc2ccccc21	1.6%[57.1 µM]	i	-14.4	9.0%[57.1 µM]	-16.6%	0.6%	10.0%	4.7%	0.1%[57 µM]
COc1cc2c(cc1OC)C1=C(C#N)COCN1CC2	19.6%	4.2%	-10.2	12.6µM*	-9.3%	1.9%	2.4%	3.6%	-6.1%
Cc1cccc(N(C(=O)c2csnn2)C(C(=O)NC2CCCCC2)c2ccccn2)c1C (centres undefined)	11.0%	i	-2.7	18.1%	-19.7%	-0.4%	4.4%	-25.2%	31.8%
COc1ccc(S(=O)(=O)Nc2cc3c(C(=O)OC(C)C)c(C)oc3c3ccccc23)cc1	3.4%	-0.6%	-2.3	9.0%	-16.0%	28.6%	6.0%	4.2%	11.2%
CCCc1c(NC(=O)Nc2ccc(F)cc2)cnn1-c1ccc(Cl)cc1	-4.4%[57.1 µM]	i	-1.9	-2.6%[57.1 µM]	-9.5%	10.8%	4.1%	-2.9%	11.7%
CCCCN(CC)C(=O)CSc1nc2ccccc2c(=O)n1Cc1ccco1	1.2%[57.1 µM]	-1.9%	-4.3	5.4%[57.1 µM]	-26.6%	-1.7%	15.9%	3.2%	33.2%
CCc1ccc(C(=O)c2cn(Cc3ccc(F)cc3)c3cc(OC)c(OC)cc3c2=O)cc1	2.1%	7.7%	-1.3	19.2%	-13.7%	25.3%	u	0.9%	13.3%
CCOC(=O)C1=C(CNCc2ccccc2Cl)NC(=O)NC1c1cccc([N+](=O)[O-])c1 (centres undefined)	1.1%	-6.6%	-2.2	12.3%	-25.4%	-2.2%	12.4%	-5.8%	21.4%
O=C(Cn1c(NCCO)nc2ccccc21)c1ccccc1	1.8%	x	-2.7	14.7%	-18.4%	0.7%	3.2%	44.4%[activator]	62.7%[activator]
Cc1ccc(C(CC(=O)O)NC(=O)c2ccc(S(=O)(=O)N3CC(C)OC(C)C3)cc2)cc1 (centres undefined)	6.4%	-5.3%	-0.9	34.8%	-25.0%	-3.3%	-4.1%	-6.0%	42.3%[activator]

Source: PubChem BioAssay
